Source: PubChem
PV pol inh = inhibitors of poliovirus RNA polymerase binding and polymerization; P03300; poliovirus polymerase elongation, fluorescence polarization; stronger effect = lower value; % elongation, % (compound at 16.7 µg/mL); 150,000 tested, 0.66% active; in the data active means % elongation below about 90%; further: some results filed as inactive read as strong as hits
Target sequence (P03300 1749-2209 limits assumed): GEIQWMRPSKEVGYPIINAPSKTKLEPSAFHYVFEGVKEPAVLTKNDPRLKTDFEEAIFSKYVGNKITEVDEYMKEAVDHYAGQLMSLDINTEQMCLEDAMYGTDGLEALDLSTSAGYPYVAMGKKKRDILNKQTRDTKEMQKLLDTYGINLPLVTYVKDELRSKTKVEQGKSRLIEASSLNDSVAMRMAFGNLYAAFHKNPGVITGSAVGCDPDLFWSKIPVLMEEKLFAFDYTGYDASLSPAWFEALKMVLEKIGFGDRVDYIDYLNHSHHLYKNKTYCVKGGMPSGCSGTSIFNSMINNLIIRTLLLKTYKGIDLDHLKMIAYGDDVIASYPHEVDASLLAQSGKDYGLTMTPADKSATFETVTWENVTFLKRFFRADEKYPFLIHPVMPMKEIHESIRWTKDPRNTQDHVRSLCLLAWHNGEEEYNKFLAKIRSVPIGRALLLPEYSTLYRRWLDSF
PV pol inh FP z-score = second read-out of PV pol inh, no call of its own (marks repeat the call); z-score; measured here: FP z-score; hits read low
Numbers without * were called inactive. Not all compounds are listed. The share of hits here may be higher or lower than overall.

SMILES | PV pol inh | PV pol inh FP z-score
CCCNC(=O)CN1CCN(Cc2ccc(OCCC(C)C)cc2)CC1 | 93 | -0.7
COc1ccc(OCc2nnc(SC(C)C(=O)Nc3ccc(N4CCOCC4)cc3)n2C)cc1 (stereo unspecified) | 103 | 0
O=C(Cn1ccc2ccccc21)Nc1cccc(C(F)(F)F)c1 | 105 | 0.2
CCN1CCN(c2ccc(Nc3ccnc4cc5ccccc5cc34)cc2)CC1 | 101 | 0
O=S(=O)(Nc1ccc(F)cc1F)c1ccc(-n2cccn2)cc1 | 102 | -1.4
COC(=O)c1ccc(NC(=O)CCn2cccn2)cc1 | 108 | 0.5
Cc1cccc(NC(=O)NC(C)c2c(-n3cccc3)sc(C)c2C)c1C (stereo unspecified) | 102 | 0
CCCn1nc(C(=O)N2CCCCCCC2)c2ccccc2c1=O | 100 | -0.5
Cc1ccsc1CN(C(=O)c1oc2ccc(Br)cc2c1C)C1CCS(=O)(=O)C1 (stereo unspecified) | 119 | 0.3
O=C(CSc1nc2ncc(Cl)cc2[nH]1)NN1C(=O)NC2(CCCCC2)C1=O | 102 | 0

Reformatted with tabs: four of the compounds above.
compound	PV pol inh	PV pol inh FP z-score
CCCNC(=O)CN1CCN(Cc2ccc(OCCC(C)C)cc2)CC1	93	-0.7
Cc1ccsc1CN(C(=O)c1oc2ccc(Br)cc2c1C)C1CCS(=O)(=O)C1 (stereo unspecified)	119	0.3
CCCn1nc(C(=O)N2CCCCCCC2)c2ccccc2c1=O	100	-0.5
O=C(CSc1nc2ncc(Cl)cc2[nH]1)NN1C(=O)NC2(CCCCC2)C1=O	102	0

(next part)
SMILES | PV pol inh | PV pol inh FP z-score
OC1CCCN(C(=S)NCc2ccccc2)C1 (stereo unspecified) | 101 | 0.2
Cc1cc2nc(-c3ccc(Cl)cc3)cc(C(F)(F)F)n2n1 | 99 | -1
CCOc1cc(-c2noc(CCCC(=O)Nc3cccc(C)c3C)n2)cc(Br)c1OC | 101 | -0.4
COc1ccc(N2CCN(Cc3cc(C(C)C)c(C)cc3O)CC2)cc1 | 102 | 0
Cc1cc(NC(=O)CCCC(=O)O)n(C)n1 | 104 | 0.3
Cc1ccc(CNC(=O)c2ccc3c(c2)N(Cc2ccccc2Cl)C(=O)CS3)cc1 | 106 | 0.5
CCS(=O)(=O)c1nc(NC(C)=O)n[nH]1 | 102 | 0.4
O=C(CSc1nc(-c2ccccc2)cs1)N1CCN(S(=O)(=O)c2ccccc2)CC1 | 105 | 0.5
O=c1nc2n(c3sc4c(c13)CCCC4)CC(O)=C2c1nc2ccccc2s1 | 105 | 0.4
CC(C)CCn1c(=O)c2ccccc2n2c(SCc3cc(Cl)cc4c3OCOC4)nnc12 | 103 | 0.1

Profiles from above. Screens in order: PV pol inh | PV pol inh FP z-score
`OC1CCCN(C(=S)NCc2ccccc2)C1` (stereo unspecified) in the list: 101 | 0.2
`O=C(CSc1nc(-c2ccccc2)cs1)N1CCN(S(=O)(=O)c2ccccc2)CC1` in the list: 105 | 0.5
`CCOc1cc(-c2noc(CCCC(=O)Nc3cccc(C)c3C)n2)cc(Br)c1OC` in the list: 101 | -0.4
`COc1ccc(N2CCN(Cc3cc(C(C)C)c(C)cc3O)CC2)cc1` in the list: 102 | 0
`CC(C)CCn1c(=O)c2ccccc2n2c(SCc3cc(Cl)cc4c3OCOC4)nnc12` in the list: 103 | 0.1

Among those listed so far, 3 have fluorine.
SMILES | PV pol inh | PV pol inh FP z-score
O=C(Cn1ccc2ccccc21)Nc1cccc(C(F)(F)F)c1 | 105 | 0.2
O=S(=O)(Nc1ccc(F)cc1F)c1ccc(-n2cccn2)cc1 | 102 | -1.4
Cc1cc2nc(-c3ccc(Cl)cc3)cc(C(F)(F)F)n2n1 | 99 | -1

(further entries)
SMILES | PV pol inh | PV pol inh FP z-score
O=C1CC(c2ccc(C(F)(F)F)cc2)c2c(c3ccccc3oc2=O)O1 (stereo unspecified) | 105 | 0.3
Cc1ccc(C)c(CSc2nnc3[nH]c(=O)cc(-c4ccccc4)n23)c1 | 104 | -0.6
COC(=O)CSc1cc(C(C)(C)C)c(O)c(C(C)(C)C)c1 | 103 | 0.3
CC1CCN(C(=O)CN2CCSc3ccc(S(=O)(=O)N(C)C)cc32)CC1 | 102 | -1
CCC(c1nnnn1Cc1ccco1)N(Cc1cccs1)Cc1cc2c(C)cc(C)cc2n2nnnc12 (stereo unspecified) | 102 | 0
CCc1nnc2c(Nc3ccc(O)cc3)nc3ccccc3n12 | 102 | 0.1
CCOc1cc(-c2cc(I)c(O)c(OC)c2)cc(=O)c2c(C)oc(C)c12 | 102 | 0.7
Cc1noc(C)c1/C=N/NC(=O)CC12CC3CC(CC(C3)C1)C2 | 100 | -0.4
COc1ccc(Nc2nc(NCCO)c3ccccc3n2)c(OC)c1 | 103 | 0.4
CCC1CCCCN1C(=O)COc1ncnc2ccccc12 (stereo unspecified) | 103 | 0.6
COc1ccc(CNC(=O)c2ccc(Cn3c(=O)c4cccn4c4cccnc43)cc2)cc1OC | 109 | 0.4
COc1ccc(C(=O)NCC2(N3CCN(C)CC3)CCCCC2)cc1 | 113 | 1.4
S=c1nn[nH]n1Cc1cccs1 | 100 | -0.4
Cc1cc(=O)oc2cc(OCC(=O)N3c4ccccc4CC3C)ccc12 (stereo unspecified) | 102 | 0
COc1ccccc1NC(=O)Nc1nc(CC(=O)NCc2cccs2)cs1 | 103 | 0.2
Cc1ccc(-n2c3c(c(=O)[nH]c2=O)C(NC(=O)C(C)(C)C)(C(F)(F)F)C(=O)N3)cc1 (stereo unspecified) | 105 | 0
CC(=O)N(Cc1cc2cc(C)c(C)cc2n2nnnc12)CC1COCCO1 (stereo unspecified) | 103 | 0.6
CCOC(=O)c1ccc(Nc2nc3ccc(C(=O)c4ccccc4)cc3n3c(C)nnc23)cc1 | 107 | 0.6
O=C1C2(CCC13COC(c1cc(Br)ccc1O)OC3)COC(c1cc(Br)ccc1O)OC2 (stereo unspecified) | 101 | 0.1
Oc1ccc2c(c1)oc1cc(O)ccc12 | 101 | 0
O=S(=O)(c1ccccc1)N(c1ccccc1)c1ccccc1 | 104 | 0.1
Cc1c2cnn(-c3ccccc3)c(=O)c2c(C)n1CC(=O)NC(C)C | 102 | -0.4
COC(=O)c1ccc2c(=O)n(CCCCCC(=O)N3CCN(c4cccc(C)c4C)CC3)c(=O)[nH]c2c1 | 109 | 0.5
Cc1cccc(CC2C(=O)Nc3ccccc32)c1 (stereo unspecified) | 100 | -0.3
CCOc1ccc(CCNC(=O)c2cc3c(=O)oc4ccc(C)cc4c3s2)cc1OCC | 103 | 0
Cc1ccc(NC(=O)C2CCN(c3nn4cc(-c5ccc(C)cc5)nc4s3)CC2)cc1 | 105 | -0.5
CCC(=O)N1CCc2cc(S(=O)(=O)CCC(=O)NCc3ccccc3Cl)ccc21 | 113 | 1.1
c1ccc2c(c1)C(Nn1cnnc1)=N/C2=N\n1cnnc1 | 101 | -0.3
O=C(NCc1ccco1)c1cc(-c2ccccc2)on1 | 102 | 0.2
Cc1ccc(C2C(=O)N(C3CCC(C)CC3)CC(=O)N2C2CCCC2)cc1 (stereo unspecified) | 107 | -0.3
Cc1cccc(NS(=O)(=O)c2ccc3c(c2)CCN3C(=O)CCC(=O)O)c1C | 110 | 0.8
CCOc1ccc(CCNC(=O)C2=C(C)C(=O)OC23CCC(C)CC3)cc1OCC (stereo unspecified) | 108 | 1
O=c1oc2cc(O)ccc2cc1-c1nc2ccccc2s1 | 71 | -7.7
COc1ccc(C(=O)Nc2ccccc2)cc1S(=O)(=O)N1CCC(C)CC1 | 102 | -0.2
CC(C(=O)O)n1cc(Cl)cn1 (stereo unspecified) | 102 | -0.1
O=S(=O)(c1ccc(N2CCCC2)nc1)N1CCCC1 | 106 | 0.5
COc1cccc(NCc2nnc(SCC(=O)N3CCc4ccccc43)n2C2CCCCC2)c1 | 102 | -0.1
O=C(Nc1ccc2c(c1)OCO2)c1ccccc1NC(=O)C1CC(=O)N(C2CCCC2)C1 (stereo unspecified) | 101 | -0.4
COC(=O)C1=C(C)OC(N)=C(C#N)C1c1cc(C)cc(Cn2ccc(C(F)(F)F)n2)c1C (stereo unspecified) | 106 | 0.7
O=C(NCn1c(=S)n(CNC(=O)c2cccnc2)c2ccccc21)c1cccnc1 | 102 | 0.1
CCSc1ncc(Cl)c(C(=O)Nc2ccc(S(=O)(=O)N3CCCCC3)cc2)n1 | 115 | 0
COc1ccc(C)cc1NC(=O)CN(C)S(=O)(=O)c1ccc2c(c1)CCCN2C(C)=O | 110 | 0.7
Cc1ccc(/C=C/c2onc(C)c2S(=O)(=O)N2CCC(C(=O)NCc3ccc(C)o3)CC2)cc1 | 104 | -0.5
O=C1CN(C(=O)/C=C/c2ccc(S(=O)(=O)NCc3ccco3)cc2)c2ccccc2N1 | 99 | -0.5
Cc1ccc(C)c(NC(=S)NC2CC(C)CC(C)(C)C2)c1 (stereo unspecified) | 104 | 0.3
CCOc1ccccc1NC(=O)C(NS(=O)(=O)c1ccc2c(c1)CCC(=O)N2)c1ccccc1 (stereo unspecified) | 108 | 0.3
N#CSC(C#N)Cc1ccccc1 (stereo unspecified) | 98 | -0.2
O=C(CSc1ncnc2sc3c(c12)CCCC3)N1CCCCC1 | 100 | -0.3
CCOC(=O)c1sc2nccc(Nc3ccccc3)c2c1N | 99 | -0.1
CC(C)C(OC(=O)c1ccccc1)c1nccc2ccccc12 (stereo unspecified) | 108 | 0.4
Continuation.
SMILES | PV pol inh | PV pol inh FP z-score
CC(=O)N1c2ccccc2CC1C(=O)N1CCN(c2ccccc2F)CC1 (stereo unspecified) | 100 | -1.6
Cc1ccc(NC(=O)C2CCN(S(=O)(=O)c3c(C)noc3C)CC2)cc1 | 113 | 0.3
Cc1cc(NC(=O)c2cc(-c3ccc4c(c3)OCO4)on2)n(-c2ccccc2)n1 | 101 | 0.1
CC(=O)Nc1ccc(C(=O)OCC(=O)N2CCc3ccccc32)cc1 | 99 | -0.8
CC(C)(C)Sc1cccc2ccccc12 | 100 | -0.2
CCCCNC(=O)c1ccc2c(c1)NC(=O)C(CS(=O)(=O)Cc1cccc(C)c1)N2 (stereo unspecified) | 156 | 6.7
Cn1cc(S(=O)(=O)N2CCCC2)cc1C(=O)N1CCN(C2CCCCC2)CC1 | 103 | 0.8
COC(=O)c1nnn(-c2nonc2N)c1CSC#N | 102 | 0.1
COc1cc(SC)ccc1C(=O)Nc1cccnc1 | 102 | -0.1
COc1ccc(C(=O)Nc2ccc(NC(=O)c3ccco3)cc2)cc1OC | 101 | -0.1
COc1ccc(NC(=O)CSc2nc(-c3ccco3)cc(C(F)(F)F)n2)c(OC)c1 | 105 | 0.3
CCn1nccc1C(=O)Nc1cc(C(=O)OC(C)C)cc(C(=O)OC(C)C)c1 | 102 | 0.2
CCOCCCNC(=O)c1c[nH]c2ccc(S(=O)(=O)Nc3cccc(Cl)c3C)cc2c1=O | 108 | -0.3
O=C(CSc1ccc2ccccc2c1)NCCN1C(=O)CSC1=O | 103 | 0
COc1ccc(C(=O)CSc2nc3c([nH]2)c(=O)[nH]c(=O)n3C)cc1 | 107 | 0.6
Cc1cc(N2CCCCC2)nc2ccc(NC(=O)/C=C/c3ccccc3OC(C)C)cc12 | 105 | 0.1
Cc1cc(Nc2cccc(C(F)(F)F)c2)ncn1 | 105 | -0.4
Cc1ccc(S(=O)(=O)N2CCN(c3nc(NC4CCCC4)c4ccccc4n3)CC2)cc1 | 105 | 0.1
COc1ccc2c(c1)C(=O)N(c1ccc(Cl)cc1)C(=O)/C2=C/N1CC(C)OC(C)C1 (stereo unspecified) | 100 | 0
CCOc1ccccc1C(=O)N1CC(=O)Nc2ccc(Cl)cc2C1c1ccccc1 (stereo unspecified) | 102 | -0.3
O=S(=O)(c1ccc2[nH]c3c(c2c1)CCCC3)N1CCN(c2cccc(C(F)(F)F)c2)CC1 | 108 | 0.5
CCC(CO)NC(=O)c1cn(-c2ccccc2)nc1-c1cccs1 (stereo unspecified) | 101 | 0
O=C(CSc1nc2cc3c(cc2c(=O)n1Cc1ccc2c(c1)OCO2)OCO3)NCCc1ccccc1 | 100 | -0.2
O=C(CSc1ncnc2sc3c(c12)CCCC3)N1CCCC1 | 134 | 4.3
Cc1ccc(NC(=O)Nc2nnc(SCC(=O)N3CCC(C)CC3)s2)cc1 | 105 | -0.4
COCn1nc(-c2ccccc2Cl)oc1=S | 106 | 0.3
CN1CCN(S(=O)(=O)c2ccc(SCc3ccc(F)cc3)nc2)CC1 | 106 | 0.4
Cc1ccc(S(=O)(=O)c2cn(CC(=O)NC3CCCC3)c3nc(C)ccc3c2=O)cc1 | 100 | -0.5
COc1ccc(CCN2CCC(CNC(=O)c3cnn(-c4cccc(Cl)c4)c3C3CCN(C(=O)OC(C)(C)C)CC3)CC2)cc1 | 105 | -0.3
O=C(NCCc1ccccc1)C(=S)N1CCCC1 | 100 | -0.4
O=C(c1nn(Cc2ccccc2)c(=O)c2ccccc12)N1CCN(Cc2ccc3c(c2)OCO3)CC1 | 98 | -0.7
Cc1ccc(-n2ccn(CC(=O)NCCc3ccccc3)c(=O)c2=O)cc1C | 113 | 1.2
CCOc1ccc(N2CC(=O)SC2=S)cc1 | 104 | 0.7
CCOC(=O)N1CCN(c2ccc(S(=O)(=O)N(Cc3ccccc3)Cc3ccccc3)cn2)CC1 | 98 | -0.8
Cc1ccccc1OCC1=NN2C(=N)/C(=C\c3cccn3-c3ccccc3C)C(=O)N=C2S1 | 99 | -0.5

Quoted from above (three entries):
SMILES | PV pol inh | PV pol inh FP z-score
CCCNC(=O)CN1CCN(Cc2ccc(OCCC(C)C)cc2)CC1 | 93 | -0.7
COc1ccc(OCc2nnc(SC(C)C(=O)Nc3ccc(N4CCOCC4)cc3)n2C)cc1 (stereo unspecified) | 103 | 0
O=C(Cn1ccc2ccccc21)Nc1cccc(C(F)(F)F)c1 | 105 | 0.2
